VIM-2 inhibitor = VIM-2 metallo-beta-lactamase inhibitors, primary screen, biochemical, epi-absorbance readout, Pseudomonas aeruginosa enzyme. purified VIM-2, nitrocefin hydrolysis, epi-absorbance fluorescence. inhibition, % at 5.6 µM. 290,000 tested, 0.89% active;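 active = inhibition above the mean of all tested compounds plus 3 SD, cutoff set per screening run, cut at about 7.5% in these data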;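 also: red hydrolysis product quenches plate fluorescence so inhibitors raise well fluorescence; 0% = enzyme with DMSO and 100% = DMSO without enzyme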
IDE cell inh = human IDE inhibitors in live cells, primary screen, fluorescence polarization, HEK cells, FAbetaB substrate. FAbetaB cleavage. inhibition, % at 5.59 µM. 320,000 tested, 0.41% active;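 active = percent inhibition above the average of all tested compounds plus 3 SD, set per screening campaign, cut at about 16% in these data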;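 also: IDE supplied by intact live HEK cells; FP after avidin binding of uncleaved biotin substrate so inhibition keeps polarization high; 0% = DMSO wells and 100% = 60 µM reference IDE inhibitor Ii1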
Target sequence (P14735 whole entry, looked up): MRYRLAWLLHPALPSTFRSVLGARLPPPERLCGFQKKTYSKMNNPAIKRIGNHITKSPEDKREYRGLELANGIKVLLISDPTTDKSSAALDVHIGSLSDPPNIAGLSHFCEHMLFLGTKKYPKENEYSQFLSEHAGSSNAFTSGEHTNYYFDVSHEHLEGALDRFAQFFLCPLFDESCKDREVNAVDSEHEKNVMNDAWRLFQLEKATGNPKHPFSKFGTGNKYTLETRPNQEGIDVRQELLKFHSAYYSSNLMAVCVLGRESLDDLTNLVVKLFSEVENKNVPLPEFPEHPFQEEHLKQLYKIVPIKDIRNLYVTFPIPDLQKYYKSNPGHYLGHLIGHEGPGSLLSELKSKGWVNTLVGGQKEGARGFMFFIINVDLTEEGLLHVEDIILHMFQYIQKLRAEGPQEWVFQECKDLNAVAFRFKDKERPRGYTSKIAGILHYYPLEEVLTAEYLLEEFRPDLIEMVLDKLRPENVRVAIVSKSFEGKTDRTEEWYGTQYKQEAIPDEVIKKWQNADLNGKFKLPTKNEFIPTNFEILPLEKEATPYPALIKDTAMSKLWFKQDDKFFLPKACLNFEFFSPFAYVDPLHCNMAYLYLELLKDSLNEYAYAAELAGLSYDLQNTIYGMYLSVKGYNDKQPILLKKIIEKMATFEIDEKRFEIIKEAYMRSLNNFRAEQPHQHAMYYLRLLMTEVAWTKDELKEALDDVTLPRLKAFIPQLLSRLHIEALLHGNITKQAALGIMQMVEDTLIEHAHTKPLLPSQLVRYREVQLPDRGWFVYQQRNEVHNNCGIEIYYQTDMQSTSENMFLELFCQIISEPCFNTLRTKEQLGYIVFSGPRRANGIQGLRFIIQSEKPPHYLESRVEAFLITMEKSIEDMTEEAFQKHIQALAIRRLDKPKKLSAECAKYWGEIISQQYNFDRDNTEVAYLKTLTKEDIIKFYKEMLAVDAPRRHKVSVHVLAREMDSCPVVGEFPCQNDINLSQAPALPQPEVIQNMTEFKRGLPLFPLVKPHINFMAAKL
UBC9 SUMO inh = inhibitors of in vitro SUMOylation cascade, primary screen, biochemical, HTRF, uHTS | SUMO-conjugating enzyme UBC9 (Homo sapiens), P63279 | HTRF SUMOylation assay, SAE1/SAE2 + UBC9 | inhibition, % at 35 µM | 290,000 tested, 0.36% active | AID 2006, 2009; in the data active = inhibition above about 50%, passing the limit was not always enough; also: strong numbers were not always called active
FID counter = compounds displacing fluorescent DNA intercalator, primary screen, artefact control for HCV NS3 helicase inhibitor project, biochemical, FID fluorescence | inhibition, % at 7.9 µM | AID 1845, 2009 | DNA fluorescent intercalator displacement | 290,000 tested, 0.17% active; in the data active = inhibition above about 37%;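 also: 0% = vehicle and 100% = reference compound; higher means more ethidium bromide displaced from hairpin DNA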
p-CIP stab down = p/CIP-EGFP fusion destabilizers, primary screen, fluorescence, F442A cells | 16 h | decrease of EGFP signal, % at 10 µM | 290,000 tested, 0.01% active;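 active = EGFP signal decrease of at least 30% at 10 µM or well 3 SD below plate mean, unless failing retest; inactive = the rest, including hits failing retest or dose response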; also: some compounds called inactive have numbers as strong as hits; many of its hits are not listed in these tables
IDE act = human IDE activators in live cells, primary screen, fluorescence polarization, HEK cells, FAbeta-B substrate | Insulin-degrading enzyme (Homo sapiens), P14735 | FAbeta-B cleavage; 0% vehicle, 100% cell-free pure enzyme wells | activation, % at 5.96 µM | 340,000 tested, 0.073% active;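 active = activation above the mean of all tested compounds plus 3 SD, set per screening campaign, cut at about 17% in these data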
PfM18AAP inh = PfM18AAP inhibitors, malaria aminopeptidase, primary screen, biochemical, QFRET, recombinant enzyme | H-Glu-NHMec fluorogenic cleavage | 290,000 tested, 1.2% active | inhibition, % at 7.35 µM | M18 aspartyl aminopeptidase (Plasmodium falciparum 3D7) | AID 1822, 2009;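 active = inhibition above the campaign mean inhibition over all tested compounds plus 3 SD, cut at about 28% in these data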;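 also: 0% = plate median of test compound wells and 100% = 2 mM ZnCl2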
IMP-1 inh = IMP-1 metallo-beta-lactamase inhibitors, primary screen, biochemical, epi-absorbance readout, Pseudomonas aeruginosa enzyme | 290,000 tested, 0.45% active | purified IMP-1, nitrocefin hydrolysis, epi-absorbance fluorescence | AID 1556, 2009 | metallo-beta-lactamase IMP-1 (Pseudomonas aeruginosa) | inhibition, % at 5.6 µM;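 active = inhibition above the mean plus 3 SD of all compounds in the same screening run, cut at about 4.5% in these data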;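 also: 0% = IMP-1 with DMSO and 100% = DMSO wells lacking enzyme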
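System: purified IMP-1; amount: IMP-1 0.2 nM before substrate addition; compound: single dose, 5.6 µM; times: 25 °C, 15 min preincubation, 25 min reaction; signal: Epi-absorbance via hydrolysed-nitrocefin quenching of white-plate fluorescence, 480/530 nm, EDTA stop; benchmarks: DMSO with and without IMP-1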
NS3 helicase inh = inhibitors of HCV NS3 helicase, primary screen, biochemical, Cy5 molecular beacon fluorescence; Hepatitis C virus NS3 helicase; NS3 helicase DNA unwinding; inhibition, % at 10.9 µM; 290,000 tested, 0.56% active;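 active = inhibition above the mean of all tested compounds plus 3 SD, set per campaign, cut at about 35% in these data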;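 also: 0% = DMSO wells and 100% = thioflavine S control wells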
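System: HCV NS3 helicase fragment; control set: DMSO and thioflavine S; technique: Cy5 fluorescence at 0 and 60 min, beacon hairpin quenching; reagent: beacon DNA duplex substrate plus ATP; replicates: singlicate; schedule: 1 h reaction at 25 °C, ATP-initiated; medium: MOPS buffer pH 6.5 with MgCl2, DTT, Tween20, BSA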
An asterisk follows results filed as active; . = no result given; & = joins results of further samples; ! = repeats disagree. This is a random part of the collection (roughly 3.6% active in at least one column).

A first look:
smiles	VIM-2 inhibitor	IDE cell inh	UBC9 SUMO inh	FID counter	p-CIP stab down	IDE act	PfM18AAP inh	IMP-1 inh	NS3 helicase inh
CCCc1nnc(NC(=O)CN2CCN(C)CC2)s1	0.0	3	18	2	-6	4	6	-0.3	13
CCCCn1c(NCc2ccncc2)nc2ccccc21	-2.9	4	18	0	-8	-1	1	-2.6	2
Cc1cc(C)cc(C(=O)NN2CCOCC2)c1	-1.7	0	2	-4	6	5	3	-3.2	-3
O=C(CCCC(=O)N1CCN(c2cccc(Cl)c2)CC1)c1ccccc1	-3.4	2	-5	-55	4	-5	9	-3.3	-5
CC(c1ccco1)N(C(=O)Nc1ccc(Cl)cc1)c1ccccn1 (stereo not given)	-0.9	4	-36	-15	-1	2	2	-2.8	5
CCOc1ccc(N2C(=O)CC(N3CCN(C(=O)c4ccco4)CC3)C2=O)cc1 (stereo not given)	-0.5	-1	6	-7	-11	5	-1	-2.3	-2
O=C(Cn1nnc(-c2ccccc2)n1)NCc1cccs1	-1.1	5	24	-1	-16	-2	2	-2.7	0

All compounds of this part, from the first entry:
smiles	VIM-2 inhibitor	IDE cell inh	UBC9 SUMO inh	FID counter	p-CIP stab down	IDE act	PfM18AAP inh	IMP-1 inh	NS3 helicase inh
CCCc1nnc(NC(=O)CN2CCN(C)CC2)s1	0.0	3	18	2	-6	4	6	-0.3	13
CCCCn1c(NCc2ccncc2)nc2ccccc21	-2.9	4	18	0	-8	-1	1	-2.6	2
Cc1cc(C)cc(C(=O)NN2CCOCC2)c1	-1.7	0	2	-4	6	5	3	-3.2	-3
O=C(CCCC(=O)N1CCN(c2cccc(Cl)c2)CC1)c1ccccc1	-3.4	2	-5	-55	4	-5	9	-3.3	-5
CC(c1ccco1)N(C(=O)Nc1ccc(Cl)cc1)c1ccccn1 (stereo not given)	-0.9	4	-36	-15	-1	2	2	-2.8	5
CCOc1ccc(N2C(=O)CC(N3CCN(C(=O)c4ccco4)CC3)C2=O)cc1 (stereo not given)	-0.5	-1	6	-7	-11	5	-1	-2.3	-2
O=C(Cn1nnc(-c2ccccc2)n1)NCc1cccs1	-1.1	5	24	-1	-16	-2	2	-2.7	0
Oc1ccc(N2CCN(C(c3cccnc3)c3nnnn3Cc3ccccc3)CC2)cc1 (stereo not given)	1.1	-2	-12	-6	-6	0	16	-0.9	-12
COC(=O)c1cccc(NC(=O)CCNC(=O)c2ccc([N+](=O)[O-])cc2)c1	0.1	-1	-5	7	7	1	-8	-1.1	0
COc1ccc(C(=O)CSc2nc3ccccc3n2CC(=O)c2ccccc2)cc1	0.1	10	4	-14	-14	-5	-6	-1.1	-23
CCOC(=O)C1=C(C)NC(=O)NC1c1ccc(OC)c(CN2CCOCC2)c1 (stereo not given)	-3.5	1	10	-1	-18	1	-7	-3.2	4
CCn1c(=O)c([N+](=O)[O-])c(NCc2ccco2)c2ccccc21	-0.7	-3	3	4	-3	.	2	-2.5	0
CC(C(=O)Nc1ccc(OCc2ccccc2)cc1)N1CCCC1 (stereo not given)	-2.8	1	10	11	27	2	7	-4.5	2
CCn1c(=O)c([N+](=O)[O-])c(NC2CCS(=O)(=O)C2)c2ccccc21 (stereo not given)	-1.0	12	-6	3	7	0	-2	0.1	2
Cc1ccccc1N1CCN(c2ccc(NC(=O)C3CCCCC3C(=O)O)cc2)CC1 (stereo not given)	-2.4	7	20	-4	-4	-9	7	-2.2	13
COc1ccc(C2/C(=C(/O)c3ccccc3)C(=O)C(=O)N2C)c(OC)c1 (stereo not given)	-0.7	7	21	-7	5	7	5	-1.7	3
COc1ccc(-c2cc(C(F)(F)F)n3nc(C(=O)N4CCN(C(=O)c5ccco5)CC4)cc3n2)cc1	4.3	6	26	-56	-2	-12	1	-2.5	-3
CN(C)c1ccc(/C=N/N2C(=N)N(c3ccccc3)C(=S)C2=Nc2ccccc2)cc1	-3.7	.	.	-7	.	.	4	-3.4	-2
Cc1nn(-c2ccc(F)cc2)c(C)c1NS(=O)(=O)c1ccc(Cl)cc1	-2.2	6	1	-13	-17	2	-5	-1.6	-7
COc1ccc(CCNC(=O)CCNS(=O)(=O)c2cc(Br)cnc2N)cc1OC	-1.2	-4	11	-21	3	4	-10	-1.2	1
Cc1nc(N)[nH]c(=O)c1CC(=O)OCCCl	-1.8	8	8	8	-2	1	-6	-2.7	1
CC(C)NC(=O)NC(=O)COC(=O)c1ccccc1O	-3.1	-1	2	-3	7	1	-6	-2.5	9
CCc1ccc(OCC(=O)N(C)C)c(Br)c1	-2.2	-1	-2	-7	9	2	2	-3.5	-3
O=C(c1ccc2c(c1)OCO2)N(c1ccc(Cl)cc1)C1C=CS(=O)(=O)C1 (stereo not given)	-2.5	4	0	-17	2	3	-8	-2.0	7
CCOc1cccc(N2C(=O)CC(N3CCN(c4nc5ccccc5s4)CC3)C2=O)c1 (stereo not given)	-3.5	3	4	-27	1	-2	9	1.3	1
COc1ccc(-c2nsc3c(N4CCCCC4)ncnc23)cc1	-1.6	-1	25	-2	-14	-1	-10	-1.3	-1
O=C(Nc1cccn(Cc2c(Cl)cccc2Cl)c1=O)c1ccccc1Cl	-1.6	-2	4	-13	2	-2	-7	1.2	-7
Cc1ccccc1Cn1nc(C)c(NC(=O)c2ccccc2)c1C	-2.5	4	19	-9	-12	7	-9	-1.8	2
Cc1ccc2oc(=O)cc(CN3CCCCC3)c2c1	-0.2	-1	4	-2	3	-1	2	-2.2	8
Nc1nnc(Sc2ccc(Cl)cc2[N+](=O)[O-])s1	2.5	1	6	1	-1	-1	-10	0.4	-5
C=CCn1c(SCCCC)nc(O)cc1=O	-3.5&-0.5	4&12	14&13	-2&-13	1&-4	-2&5	3&-5	-3.7&-2.7	40*!
CCOC(=O)N1CCN(c2c(N3CCN(c4ccccc4F)CC3)c(=O)c2=O)CC1	-2.0	1	6	-31	-1	0	-1	-4.8	-3
CN(CCc1ccccn1)C(=O)CCC1CCCN(C(=O)c2ccsc2)C1 (stereo not given)	-3.4	0	13	-11	-2	-5	0	-3.0	-19
C=C(C)C(=O)Nc1cccc(C2=NOC3(C2)C[C@H](C(N)=O)N(C(=O)/C=C/C)C3)c1 (stereo not given in full)	.	-4	-9	.	-4	7	.	.	.
CCOc1cc(NC(=S)NCCCN2CCOCC2)c(OCC)cc1NC(=O)c1ccco1	-2.2	3	5	11	-5	4	4	-2.5	-11
COc1ccccc1C(=O)NCCNc1ccc([N+](=O)[O-])cc1Cl	0.8	3	-2	0	-4	0	-2	-0.3	-4
COc1ccc(S(=O)(=O)N2CCCCC2)cc1NC(=O)CSc1ncnc2ccccc12	-3.1	11	-83	1	6	0	-2	-2.9	0
Cc1ccsc1-c1cc(C(=O)O)c2c(ccc3ccccc32)n1	-1.7	2	35	-8	-5	4	8	0.3	14
COC(=O)C1=C(Nc2ccc(OC)cc2)C=C(C)C(C(=O)OC)C1c1ccc(C)cc1 (stereo not given)	-2.5	3	2	-3	0	7	3	-1.6	6
CCOc1ccccc1N(CC(=O)N/N=C(\C)c1cccc(Br)c1)S(C)(=O)=O	-3.1	-5	4	-15	25	4	-2	-1.1	9
CC(C)OC(=O)c1c2c(n3ccccc13)C(=O)c1ccccc1C2=O	0.4	12	10	5	-373	-5	2	2.2	-5
CCN(CC)C(=O)c1sc(NC(=O)Cc2ccc(OC)cc2)c(C#N)c1C	-0.3	0	10	-23	-13	0	-3	-3.1	-1
NC(=O)c1c(NC(=O)CSc2nnc(-c3ccco3)n2-c2ccccc2)sc2c1CCC2	0.2	-2	49	-24	-10	3	4	-2.6	11
CN1CCN(S(=O)(=O)c2ccc(NC(=O)c3csc4ccccc34)cc2)CC1	-0.9	4	1	10	-18	3	5	-2.8	-35
Cc1ccc(Nc2ccc(C(=O)O)cc2N)cc1	-4.2	0	18	-42	0	.	55*	-3.5	9
COc1ccc(CCNC(=O)CNS(=O)(=O)c2ccc(N(C)C)c([N+](=O)[O-])c2)cc1OC	-0.6	-5	20	-18	-6	2	8	0.1	6
COC(=O)/C=c1/s/c(=C(\C#N)C(=O)NCc2ccco2)n(-c2ccccc2)c1=O	-2.0	4	0	-21	-8	5	14	3.6	30
CC(=O)Nc1ccccc1C(=O)N1CCN(Cc2ccc3c(c2)OCO3)CC1	-1.7	2	1	-6	3	7	3	-1.8	2
COc1ccc2ccccc2c1CN1CCN(Cc2ccccc2)CC1	-1.2	-3	12	13	1	0	3	-1.3	-16

High-throughput results from PubChem BioAssay.
